# Assay outcomes deposited in PubChem by National Center for Advancing Translational Sciences (NCATS).
# TRb SRC2 PPI: TRbeta-SRC2 interaction inhibition. P10828. TRbeta-SRC2 peptide binding, fluorescence polarization; receptor liganded with 1 µM T3. Potency, µM (doses to about 106 µM), for the others: at the highest dose activity change, negative = inhibition, hits mostly inhibitors. hit rate 0.065% among 280,000;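 further: plate controls were bound peptide for no effect and peptide without receptor for full effect; nearly all actives have a fitted effect of over 50% in size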
#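 Compounds were added to 0.6 uM TRb ligand-binding domain and 20 nM Texas Red-labeled SRC2 peptide in Tris buffer containing 1 uM T3, incubated 5 hr at ambient temperature, then read by fluorescence polarization.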
# RECQ1 inh: RECQ1 (human) helicase inhibition. P46063. hit rate 0.54% among 240,000. Potency, µM (series often up to 57.3 µM), for inactives: top-dose activity, negative = inhibition, actives largely listed as inhibitors. RECQ1 DNA unwinding, red fluorescence kinetic read. AID 2549;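 further: plate controls were vehicle for no effect and no enzyme for full effect; nearly all actives have a fitted effect of over 30% in size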
#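 RECQ1T1 50 nM; forked duplex (20 bp + 30-nt ss tails) 200 nM, ATP 2 mM final; pH 8.0, 2 mM MgCl2, 2.5 ug/ml poly(dI-dC); 15 min compound preincubation; discontinuous kinetic read over 2 h at RT.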
# TR SRC2 fluor cs: counter-screen for TRb-SRC2 inhibitors: fluorescence interference; TRb/SRC2 Texas Red total fluorescence interference; Potency, µM (series often up to 106 µM), for the others: at the top dose fluorescence change, negative = quenching; hit rate 0.29% among 280,000; AID 1479; active means well fitted curve in either direction with a large enough effect; inconclusive means small, poorly fitted or top-dose-only effect
#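 Flags fluorescent or light-absorbing compounds by total fluorescence, S + 2P, at 555 nm excitation and 632 nm emission. Mixture: 20 nM Texas Red SRC2 peptide, 0.6 uM human TRb LBD, 1 uM T3, 5% DMSO; compound exposure 5 h at ambient temperature.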
# GAA inh: alpha-glucosidase (human) inhibition; hit rate 0.005% among 200,000; AID 1466; P10253; purified human GAA, 4-MU-alpha-glucoside fluorescence; Potency, µM (doses to about 76.9 µM), for inactives: at the top dose activity change, negative = inhibition, usual class: inhibitors;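 further: plate controls were uninhibited enzyme wells for no effect and no-enzyme background for full effect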
#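 Compounds are titrated up to 77 uM against 4 nM human enzyme. Substrate 4-methylumbelliferyl-alpha-D-pyranoside (400 uM) reacts 20 min at room temperature in pH 5.0 buffer; liberated 4-methylumbelliferone is read at 440 nm.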
# L3MBTL1 block: L3MBTL1 (human) inhibition. AID 485360. hit rate 0.66% among 230,000. AlphaScreen L3MBTL1–H3K9me1 peptide binding. Potency, µM (doses to about 57.1 µM), for the others: at the highest dose activity, negative = inhibition, usual class: inhibitors; further: nearly all actives have a fitted effect of over 60% in size
# Target sequence (Q9Y468 whole entry, looked up): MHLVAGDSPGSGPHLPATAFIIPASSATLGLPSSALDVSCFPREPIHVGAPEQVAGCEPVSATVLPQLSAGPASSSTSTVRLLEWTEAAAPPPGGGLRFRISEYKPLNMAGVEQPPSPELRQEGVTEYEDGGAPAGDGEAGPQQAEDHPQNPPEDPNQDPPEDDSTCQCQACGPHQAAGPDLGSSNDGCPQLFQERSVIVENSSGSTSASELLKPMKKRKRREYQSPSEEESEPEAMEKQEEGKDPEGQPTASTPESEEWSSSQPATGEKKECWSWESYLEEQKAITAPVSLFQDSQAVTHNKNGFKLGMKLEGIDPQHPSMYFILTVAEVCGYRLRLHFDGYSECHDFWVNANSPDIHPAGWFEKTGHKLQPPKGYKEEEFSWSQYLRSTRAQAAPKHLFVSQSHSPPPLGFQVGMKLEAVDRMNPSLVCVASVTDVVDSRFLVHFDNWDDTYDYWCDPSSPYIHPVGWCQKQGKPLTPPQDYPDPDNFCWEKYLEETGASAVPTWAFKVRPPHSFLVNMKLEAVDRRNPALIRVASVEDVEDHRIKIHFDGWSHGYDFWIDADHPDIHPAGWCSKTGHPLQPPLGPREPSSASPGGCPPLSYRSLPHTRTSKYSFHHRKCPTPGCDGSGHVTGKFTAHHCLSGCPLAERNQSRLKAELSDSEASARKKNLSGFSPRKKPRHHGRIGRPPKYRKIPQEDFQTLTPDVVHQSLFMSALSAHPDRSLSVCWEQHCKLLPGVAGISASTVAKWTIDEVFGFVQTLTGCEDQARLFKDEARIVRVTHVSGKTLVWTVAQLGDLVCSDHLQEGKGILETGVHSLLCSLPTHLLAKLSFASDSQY
#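 L3MBTL1 (50 nM) pre-complexed 30 min with biotinylated H3(1-15)K9me1 peptide (75 nM), then compounds added for 30 min at room temperature; AlphaScreen streptavidin donor/nickel chelate acceptor beads (10 ug/mL final) read after 30 min dark incubation.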
# GAA glycogen: GAA glycogen-cleavage inhibition or activation | AID 2100 | Potency, µM (doses to about 76.4 µM), for inactives: top-dose activity change, negative = inhibition, hits mostly inhibitors | P10253 | hit rate 0.38% among 300,000 | recombinant GAA, glycogen substrate, Amplex Red glucose oxidase fluorescence;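 further: 0% = full enzyme reaction and -100% = no-enzyme basal signal; the screen sought inhibitors and activators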
#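 Recombinant enzyme (4 nM final) with compounds titrated up to 77 uM and bovine liver glycogen (30 ug) in citrate pH 5.0, 0.01% Tween-20, 37 C 40 min. Released glucose detected by Amplex Red/glucose oxidase (Ex 573/Em 610); AC50 from Hill fits.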
# GoLoco inh red: blocks human Gai1 binding to RGS12 GoLoco peptide, red readout. hit rate 0.44% among 230,000. P63096. Gai1:RGS12 GoLoco peptide FP, rhodamine, 10 min. Potency, µM (top dose mostly 61.6 µM), for inactives: at the top dose activity, negative = inhibition, actives largely listed as inhibitors. AID 880; active means well fitted inhibition curve with a large enough effect, not every such curve was filed as active; inactive means no such curve, though single readings can be large or run the other way; further: nearly all actives have a fitted effect of over 30% in size; many of its hits are not listed in these tables
# aGlu spleen mod: inhibits or activates alpha-glucosidase in human spleen homogenate; human spleen homogenate, 4-MU-alpha-glucoside fluorescence; Potency, µM (titrated, usually from 79.9 µM), inactives show top-dose activity change, negative = inhibition, hits mostly inhibitors; hit rate 0.006% among 240,000; AID 2112;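 further: 0% = enzyme with vehicle and -100% = no enzyme basal signal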
#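 Human spleen homogenate (1 ug) with 4-methylumbelliferyl-alpha-D-glucopyranoside (1 mM final) in 50 mM citrate/phosphate pH 5.0, 0.01% Tween-20; 40 min at 37 C. Stopped at pH 10; 4-MU fluorescence Ex 365/Em 440 nm; AC50 by Hill fit.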
# * hit, by the source's call; i = inactive; ? = inconclusive; / = no result given; & = joins results of further samples; [ ] = another dose, or the depositor's remark. Unless noted, the call rests on the fitted dose curve; in most records, active means well fitted curve in the direction sought with a large enough effect; inconclusive means small, poorly fitted or top-dose-only effect, or another doubt; inactive means no such curve, though single readings can be large; an effect the other way counts as inactive or inconclusive. Unless noted, on the % scale 0 is the no-effect control and ±100 the full control effect; potency means the concentration at half of the fitted maximal effect. Some of the compounds tested; the hit share may differ from the screen's.
molecule | aGlu spleen mod | GAA inh | TR SRC2 fluor cs | GoLoco inh red | RECQ1 inh | GAA glycogen | TRb SRC2 PPI | L3MBTL1 block
COc1ccc(NC(=O)Cn2c(-c3ccccc3)cn(-c3ccc(C)cc3)c2=O)cc1 | 0% | 0% | -1% | 39% | -2% | 3% | -7% | /
CC(C)(C)c1ccc(NC(=O)NCc2ccco2)cc1 | -20% | -2% | -4% | 4% | i | 0% | 0% | -7%
O=C(COc1ccc(CO)cc1Cl)Nc1ccc(F)cc1 | -8% | -7% | 1% | -33% | 3% | 8% | -17% | /
Cc1nn(-c2ccccc2)c(C)c1/C=C/C(=O)OC(C)C(N)=O (centres undefined) | -6% | -3% | 5% | 6% | -2% | -6% | -3% | -2%
COc1ccc(/C=N/NC(=O)c2nn(-c3ccc(C)c(C)c3)c(=O)c3ccccc23)cc1 | 3% | 2% | -2% | 2% | -2% | 2% | 5% | 1%
CCOC(=O)c1cc(CC)sc1NC(=O)c1ccc([N+](=O)[O-])c(N2CCOCC2)c1 | -10% | -5% | 0% | 0% | -1% | -13% | -6% | 25%
Cc1cc(C)c(NC(=O)/C=C\C(=O)O)c([N+](=O)[O-])c1 | -4% | ? | -2% | -26% | -8% | 8% | -14% | /
CC(=O)COC(=O)C1CCN(S(=O)(=O)c2cc([N+](=O)[O-])ccc2Cl)CC1 | 2% | / | 1% | 4% | -19% | 1% | 4% | 28µM*
CC1CCCCN1S(=O)(=O)c1ccc(N(C(=O)c2cnccn2)C(C(=O)NC2CCCCC2)c2cccs2)cc1 (centres undefined) | -6% | -4% | -8% | 12% | -10% | 10% | -1% | 7%
CCCC(=O)c1cn(CC(=O)OC)c2ccccc12 | -7% | -3% | -2% | 4% | i | 11% | -13% | -6%
Nc1cc(-c2cccc(Br)c2)nn1Cc1ccccc1 | 3% | -13% | 0% | 3% | i | -12% | -2% | -7%
O=C(Nc1ccc(N2CCN(C(=O)c3ccco3)CC2)cc1)c1ccco1 | 3% | 7% | -1% | 15% | -7% | -9% | 6% | -11%
CCC(=O)N1CCCc2cc(S(=O)(=O)N3CCN(c4ncccn4)CC3)ccc21 | 7% | -5% | -3% | 4% | -17% | -16% | -15% | /
COc1cccc(CN2CCCCC2C(=O)O)c1 (centres undefined) | 2% | -1% | 1% | -1% | -11% | 7% | -4% | 10%
COC(=O)c1cc2sc(Cl)cc2n1Cc1nc(-c2cccc(C)c2)oc1C | 0% | -1% | -4% | 7% | -17% | 4% | -1% | /
COc1ccc(C2Nc3ccccc3C(=O)N2Cc2ccccc2)cc1CSc1ccccn1 (centres undefined) | 3% | -7% | -4% | / | i | -6% | 4% | 7%
O=C(NNC1=Nc2ccccc2SC1)c1ccc(Cl)cc1 | 0% | / | -4% | -2% | -5% | 0% | 2% | /
N#C/C(=C\c1c(N2CCCCCC2)nc2ccccn2c1=O)C(=O)NC1CCS(=O)(=O)C1 (centres undefined) | -1% | -9% | 1% | 5% | -7% | 0% | -6% | -8%
Cc1ccc(C)c2[nH]c(=O)c(CCNS(=O)(=O)c3ccccc3)cc12 | -14% | 0% | -3% | 0% | -6% | -2% | -13% | 1%
Nc1ncnc(Nc2ccc(S(N)(=O)=O)cc2)n1 | -2% | -5% | 3% | 2% | i | 0% | 2% | 5%
Cc1ccc(NC(=O)CCn2nnc3ccccc32)c(C)c1 | -1% | ? | -4% | 10% | -12% | 10% | 0% | -7%
CN1C2CCC1CC(OC(c1ccccc1)c1ccccc1)C2 (centres undefined) | -6%&-1%&-12% | 1%[15.4 µM] | 1%&0%&0% | 12%&5%&-10% | -13%&0%&-5% | 1% | 1%&-8%&7% | /
C#CCNC(=O)C1=C[C@@H](C2CC2)[C@H](CCCO)[C@@H](OCC)O1 | -3% | / | -1% | 2% | -5% | 1% | -6% | 52%[activator]
CCOc1cc(/C=C(/NC(C)=O)C(=O)O)cc(Cl)c1OCc1ccc(Br)cc1 | -5% | / | 1% | 6% | -6% | -3% | -1% | 4%

# Quoted at random: two records from the list
molecule | aGlu spleen mod | GAA inh | TR SRC2 fluor cs | GoLoco inh red | RECQ1 inh | GAA glycogen | TRb SRC2 PPI | L3MBTL1 block
Nc1ncnc(Nc2ccc(S(N)(=O)=O)cc2)n1 | -2% | -5% | 3% | 2% | i | 0% | 2% | 5%
CCC(=O)N1CCCc2cc(S(=O)(=O)N3CCN(c4ncccn4)CC3)ccc21 | 7% | -5% | -3% | 4% | -17% | -16% | -15% | /

# (continued)
molecule | aGlu spleen mod | GAA inh | TR SRC2 fluor cs | GoLoco inh red | RECQ1 inh | GAA glycogen | TRb SRC2 PPI | L3MBTL1 block
Cc1ccc(Cl)c(OCCCCN(C)Cc2ccccc2)c1 | 2% | -8% | 0% | -4% | -2% | -6% | 4% | 4%
COc1ccc2c(c1)c(CC(=O)NCc1ccc3c(c1)OCO3)c(C)n2C(=O)c1ccc(Cl)cc1 | -8% | / | 2% | -1% | -5% | / | 3% | /
O=C(CCCC(=O)NCC1CCCO1)NCC1CCCO1 (centres undefined) | 0% | 3% | -3% | 7% | i | 2% | 2% | 1%
COC(=O)c1cc(OC)c(OC)cc1NC(=O)CSc1nnc(-c2cccnc2)n1C | 4% | -1% | 0% | -2% | -2% | 1% | -3% | 10%[11.4 µM]
COC(=O)NC(/C=C/c1ccccc1)C(C(C)=O)C(=O)OC (centres undefined) | -9% | / | -2% | 3% | 0% | / | 8% | /
COCCNC(=S)N/N=C/c1c(C)[nH]c2ccccc12 | -14% | -5% | -5% | 20% | -18% | 4% | -2% | -2%
O=[N+]([O-])c1ccc(-n2nnnc2-c2ccccc2)c([N+](=O)[O-])c1 | 4% | 1% | -4% | 10% | i | -3% | 2% | -5%
CC(C)=CCc1c2c(c(O)c3c(=O)c(O)c(-c4ccccc4)oc13)C=CC(C)(C)O2 | -9% | / | -5% | 2% | -16% | / | -7% | /
CCCCc1cc(=O)oc2cc(OCC(=O)N(CC)CC)ccc12 | 0% | -6% | 0% | -1% | -5% | 7% | 8% | -3%
O=C(CCNC(=O)c1ccccc1)OCC(=O)c1cccc(Cl)c1 | -19% | -4% | 1% | 2% | 0% | 2% | -3% | /
COc1cccc(-c2cncnc2-n2ccnc2)c1 | 0% | / | -2% | -8% | -10% | / | 7% | /
CC(=O)c1sc(-c2ccccc2)nc1C | 2% | 2% | -9% | -6% | i | -1% | 11% | 3%[11.4 µM]
COc1ccc(CNC(=O)c2sc3nc4c(c(C(F)(F)F)c3c2N)CCC4)cc1OC | -2% | 3% | -2% | -9% | -1% | -10% | -4% | -10%
Cc1ccc(Nc2nc(N)c([N+](=O)[O-])c(NCCO)n2)cc1C | -1% | / | -3% | -4% | 0% | 0% | 4% | /
CCOC(=O)C(=O)Nc1ccccc1C(=O)OC | 0% | 10% | 0% | -14% | 4% | 3% | 0% | -17%
COc1ccc(CN(CC(=O)NC2CCCC2)C(=O)c2onc(C(N)=O)c2N)cc1 | 0% | 5% | 4% | -8% | -6% | -2% | 1% | -1%
Cc1nc([N+](=O)[O-])cn1CC(O)c1ccccc1 (centres undefined) | -5% | / | -3% | -10% | 0% | 5% | -2% | 4%
O=C(C1CCCC1)N1CCC(CO)(Cc2ccccc2Cl)CC1 | -1% | 2% | -1% | 4% | -5% | 6% | 3% | 6%
COc1ccc(N2CCN(C(=O)C3CCC(Cn4c(=S)[nH]c5ccccc5c4=O)CC3)CC2)cc1 (centres undefined) | -9% | ? | 1% | 12% | -1% | -5% | -18% | ?
COC(=O)c1sccc1NC(=O)CC1C(=O)NCCN1C(=O)c1ccccc1 (centres undefined) | -11% | / | 0% | -5% | 13% | 6% | 2% | 9%
CC1(C)CN(c2ccccc2)N(C(=O)c2ccc(C#N)cc2)C1=O | -1% | -1% | -5% | -6% | -6% | 20µM* | 0% | -3%
COC(=O)c1ccccc1Nc1cc(C)nc2nc(C)nn12 | 3% | 1% | 0% | -1% | i | 2% | -2% | 4%
CC(C)[C@H](NC(=O)c1ccccc1)C(=O)OCC(=O)Nc1ccc2c(c1)OCCO2 | 5% | 1% | -3% | 6% | -5% | -7% | -9% | -1%
NNC(=O)c1ncoc1-c1ccc(Cl)cc1 | 4% | / | -2% | 2% | i | ? | 0% | -6%
COc1ccc(NS(=O)(=O)c2ccc(OC)c3ccccc23)cn1 | -4% | ? | 3% | -18% | -17% | -13% | -14% | 31%[activator]
Cc1ccc(C2(COC(=O)C(C)C)CO2)c(OC(=O)C(C)C)c1 (centres undefined) | -3% | / | 2% | -3% | i | 4% | 2% | /
COc1cc(OC)c2c(c1)OC(c1ccc(OC)c(OC)c1)C(O)C2=O (centres undefined) | -2% | 0% | -2% | 0% | -2% | -2% | 3% | 8%
O=C1CCCC/C1=N\Nc1ccc(OCc2ccccc2)cc1 | -3% | -7% | -1% | -4% | 0% | ? | 0% | 6%
COc1ccc(-c2nnc(Nc3ccc(OC)c(C(=O)N4CCCCC4)c3)c3ccccc23)cc1 | -6% | 3% | 2% | -3% | 9% | 4% | 6% | -9%
COc1ccc(OC)c(N=CC2=C(O)CC(C)(C)CC2=O)c1 | -11% | -5% | -1% | 14% | i | -6% | -25% | /
O=C(NC1CCCC1)c1cc2nc(-c3ccccc3)cc(-c3ccccc3)n2n1 | 3% | / | -8% | -6% | i | 2% | -6% | /
CC12CCC(C/C1=N/NC(=O)Nc1ccccc1)C2(C)C (centres undefined) | 11% | 2% | -1% | -14% | 32%[activator] | 11% | 7% | -13%
COc1ccccc1C(C)N(C)Cc1nc(COc2ccccc2)no1 (centres undefined) | 3% | 4% | -8% | 10% | 11% | 7% | -10% | 9%
Cc1cc(C)nc(N(C#N)Cc2ccc([N+](=O)[O-])cc2)n1 | 1% | -16% | -2% | -4% | 18% | -11% | -4% | -2%
Cc1c(OCC(=O)NC(Cc2c[nH]c3ccc(O)cc23)C(=O)O)ccc2c3c(c(=O)oc12)CCC3 (centres undefined) | 4% | -2%[15.4 µM] | -5% | 14% | -6% | ? | 0% | /
